# Screening data: PubChem, Broad Institute
# SR-BI DiI-HDL act: activators of SR-BI mediated DiI-HDL uptake, primary screen, ldlA[mSR-BI] CHO cells, DiI fluorescence; AID 504775, 2011; 3 h; 100 = double the neutral-control signal; activation, % at 12.5 µM; 0.096% of 320,000 active;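 active means mean replicate activation of at least 60% and every replicate at or above 60%; inconclusive means mean or all-replicate condition met, but not both; inactive means mean below 60% and not all replicates reaching 60%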;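 further: 0% = median plate neutral-control signal and 100% = twice that signal; values of inactives mirror those of a sister screen read the other way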
#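 Test system: SR-BI-overexpressing, LDLR-lacking CHO cells; Medium: Ham's F12 with 0.5% BSA, HEPES 25 mM, pH 7.4; Schedule: 3 h, 37 °C; Technique: bottom-read fluorescence, 550/595 nm.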
# CAL PDZ FP-1: untagged CAL PDZ binding inhibitors, primary screen, biochemical, fluorescence polarization, HTS; purified CAL PDZ, TMR-peptide fluorescence polarization, 1 h; inhibition, % at 24.9 µM; 0.92% of 300,000 active; AID 602252, 2012;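 active means mean inhibition of at least 30% with at least half of replicates also reaching 30%; inconclusive means no clear call, values can overlap the other calls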;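 further: 0% = DMSO neutral control and 100% = excess unlabeled competitor peptide PRC23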
# SR-BI HDL uptake: inhibitors of SR-BI mediated HDL lipid uptake, primary screen, ldlA[mSR-BI] cells, fluorescence, single point; 0.96% of 320,000 active; inhibition, % at 12.5 µM; Scavenger receptor class B member 1 (Mus musculus), Q61009; ldlA[mSR-BI] CHO cells, DiI-HDL uptake fluorescence, 3 h; AID 488896, 2010;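 active means mean replicate inhibition of at least 70% and a set share of replicates each scoring 70 or more; inconclusive means meets just one of the two criteria; inactive means fails both criteria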;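 further: 0% = median of neutral control wells and 100% = median of positive control wells; values of inactives mirror those of a sister screen read the other way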
# PfHsp90 yeast 2: growth inhibition of PfHsp90-expressing yeast, primary screen, antimalarial PfHsp90 inhibitor project, S. cerevisiae, BacTiter-Glo luminescence, single point, set 2. BacTiter-Glo ATP, 48 h; yeast lacking PDR1 and PDR3 efflux regulators. inhibition, % at 9.4 µM. 0.32% of 310,000 active;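 active means every replicate shows inhibition above about 80%, whatever the replicate mean, limit read from the data; inconclusive means mean inhibition reaches the set limit but some replicate falls short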;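 further: 0% = DMSO neutral controls and 100% = 20 µM radicicol positive controls; yeast relying on Plasmodium falciparum Hsp90 in place of its own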
# NSD2 inh: NSD2 histone methyltransferase inhibitors, primary screen, biochemical, AlphaScreen, single concentration, set 2; AID 743445, 2014; NSD2 peptide methylation, 120 min; inhibition, % at 12.5 µM; 0.54% of 310,000 active; in the data active means inhibition above about 50%
# MITF act: activators of MITF-driven TRPM1 promoter reporter, primary screen, cell-based, SK-MEL-5, luciferase, single point. AID 588334, 2011. activation, % at 12.5 µM. 0.75% of 300,000 active. SK-MEL-5 TRPM1-promoter luciferase, 24 h; % of positive control, neutral wells = 0;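 active means mean activation of at least 80% with every replicate also reaching 80%; inconclusive means mean reaches 80% but some replicate falls short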;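 further: 0% = neutral control wells and 100% = parthenolide positive control wells; values of inactives mirror those of a sister screen read the other way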
# dFosB act: activators of delta FosB homodimer, primary screen, biochemical, fluorescence polarization, TAMRA-CDK5 oligo, single point | activation, % at 25 µM | purified delta FosB; percent of positive-control signal above neutral wells | 0.99% of 340,000 active | Protein FosB (Mus musculus), P13346 | AID 493131, 2011;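 active means mean activation above about 17%, with every replicate also reaching it, limit read from the data, passing the limit was not always enough; inconclusive means only one of the two conditions met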;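 further: fluorescence polarization rise as delta FosB binds a TAMRA Cdk5 AP-1 oligo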
# Target sequence (P13346 whole entry, looked up): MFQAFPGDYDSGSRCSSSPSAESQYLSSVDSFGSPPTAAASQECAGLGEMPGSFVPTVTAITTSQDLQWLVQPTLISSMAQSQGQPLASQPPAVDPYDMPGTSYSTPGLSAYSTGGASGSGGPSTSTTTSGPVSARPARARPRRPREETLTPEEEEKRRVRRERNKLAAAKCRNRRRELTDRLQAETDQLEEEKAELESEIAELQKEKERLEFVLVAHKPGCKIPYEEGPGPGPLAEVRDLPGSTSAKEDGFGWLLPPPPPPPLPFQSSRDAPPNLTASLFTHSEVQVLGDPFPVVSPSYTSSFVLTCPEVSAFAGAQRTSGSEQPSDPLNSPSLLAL
# PvdQ inh: P. aeruginosa PvdQ acylase inhibitors, primary screen, biochemical, fluorescence, plate reader and imaging, single point | PvdQ acylase [Pseudomonas aeruginosa LESB58] | purified PvdQ acylase | inhibition, % at 10 µM | 0.063% of 340,000 active | AID 488965, 2010; in the data active means inhibition above about 30%, passing the limit was not always enough; inconclusive means no clear call, values can overlap the other calls;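 further: 0% = vehicle neutral wells and 100% = reference inhibitor wells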
# Rtt109 HAT inh: inhibitors of C. albicans Rtt109/Vps75 HAT, primary screen, biochemical, ThioGlo CoA-SH fluorescence, plate reader | Histone acetyltransferase RTT109 (Candida albicans (strain SC5314 / ATCC MYA-2876)), … | 0.16% of 330,000 active | purified Rtt109/Vps75, 4 h | inhibition, % at 34.9 µM;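 active means inhibition of at least 50% in every replicate; inconclusive means best replicate reaches 50% inhibition but some replicates fall short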
# Target sequence (Q5AAJ8 whole entry, looked up): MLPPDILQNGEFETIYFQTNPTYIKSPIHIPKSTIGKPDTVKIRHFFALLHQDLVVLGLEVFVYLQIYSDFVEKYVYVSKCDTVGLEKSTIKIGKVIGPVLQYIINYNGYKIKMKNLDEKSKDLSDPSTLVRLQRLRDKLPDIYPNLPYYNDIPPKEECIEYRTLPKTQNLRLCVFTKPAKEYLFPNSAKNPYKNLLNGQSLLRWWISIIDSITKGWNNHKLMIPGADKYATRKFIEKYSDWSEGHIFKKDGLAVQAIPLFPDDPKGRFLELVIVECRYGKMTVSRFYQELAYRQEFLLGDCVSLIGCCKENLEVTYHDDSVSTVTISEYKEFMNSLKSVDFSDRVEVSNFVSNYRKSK
# CAL PDZ FP-2: CAL PDZ peptide-binding inhibitors, primary screen, biochemical, fluorescence polarization, Cer-tagged CAL PDZ, HTS | Golgi-associated PDZ and coiled-coil motif-containing protein (Homo sapiens), Q9HD26 | purified CAL PDZ, TMR-peptide fluorescence polarization, 1 h | inhibition, % at 20 µM | 0.02% of 330,000 active | AID 504414, 2011;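 active means highest replicate inhibition of at least 40%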;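 further: plate controls were DMSO neutral control wells for no effect and unlabeled competitor peptide control wells for full effect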
#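 Test system: tagged CAL PDZ domain / Buffer or medium: sodium phosphate/NaCl buffer pH 7.4 with TCEP, IgG, Thesit / Reagent: TMR-labelled reporter peptide T*-PRC34 bound in PDZ groove / Compound dosing: single point, 20 µM / Schedule: 1 h incubation at room temperature before polarization reading / Technique: fluorescence polarization (mP) / Benchmarks: unlabelled peptide, DMSO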
# An asterisk follows results filed as active; u = inconclusive; x = no result given.
structure	SR-BI DiI-HDL act	CAL PDZ FP-1	SR-BI HDL uptake	PfHsp90 yeast 2	NSD2 inh	MITF act	dFosB act	PvdQ inh	Rtt109 HAT inh	CAL PDZ FP-2
Cc1cc(C)n(-c2nc3c(c(=O)n(C)c(=O)n3C)n2C)n1	10.4	-5.5	-10.4	2.3	-0.6	-5.3	0.0	-7.6	-8.2	-1.2
O=C(NC(=S)NCCC1=CCCCC1)c1ccccc1Br	-49.8	-2.0	49.8	-56.6	-1.4	0.1	-9.9	-13.0	-5.1	0.5
Fc1cccc2sc(N3CCCCC3)nc12	16.9	36.8*	-16.9	10.2	2.3	48.5	-1.6	19.9	-9.0	-0.5
Cc1onc(-c2ccccc2)c1C(=O)Nc1ccc(N2CCOCC2)cc1	-13.5	2.4	13.5	-12.2	4.9	1.0	4.9	-12.4	-6.1	-1.5
CC(=O)O[C@@]1(C)C[C@@H](O)[C@]2(O)C=CO[C@@H](O[C@@H]3O[C@H](CO)[C@@H](O)[C@H](O)[C@H]3O)[C@@H]21	25.2	-2.6	-25.2	5.3	x	4.2	-4.6	-6.6	-5.6	-0.1
COc1cc([C@@H]2CC=C(C(=O)O)CN2S(=O)(=O)c2ccc(C)cc2)cc(OC)c1OC	23.4	-3.0	-23.4	-36.7	x	0.5	-1.7	-16.9	-5.4	-0.5
O=C(NCCOc1cccc(Oc2ccccc2)c1)c1cc(-n2cnnc2)ccc1Cl	23.9	-4.0	-23.9	-32.8	2.1	4.5	-8.0	-8.5	-7.1	x
Cc1ccc(NC(=S)Nc2cccc(S(=O)(=O)Nc3c(C)n(C)n(-c4ccccc4)c3=O)c2)cc1	5.2	2.7	-5.2	1.1	-0.2	-4.1	-6.7	-5.4	5.7	-1.2
Cc1ccc(-c2cc(C(=O)N/N=C/c3ccoc3)c3ccccc3n2)cc1	x	1.3	u	-43.5	0.3	4.7	-6.0	-22.9	3.5	-0.1
CC(C)Cc1ccc(CN2CCCC(NC(=O)CSc3nncn3C)C2)cc1 (configuration not stated)	3.3	-1.1	-3.3	x	-1.4	2.9	-0.3	-5.1	-49.7	-4.5
Cc1ccc2[nH]c(=O)c(C(c3nnnn3CC3CCCO3)N3CCCc4ccccc43)cc2c1 (configuration not stated)	9.1	0.5	-9.1	-5.9	11.3	x	-13.3	-3.2	-5.7	-0.8
CN(C)C(=O)c1ccc(Nc2ncnc3sc4c(c23)CCCCC4)cc1	-34.0	-4.3	34.0	-2.3	-1.6	0.8	-8.3	2.9	28.0	-3.3
CCc1ccc2[nH]c(=O)c(CN(CCN3CCOCC3)C(=O)Nc3ccccc3F)cc2c1	7.0	-1.9	-7.0	-3.0	0.2	17.7	-2.2	-16.1	8.9	-2.6
C/C(=N\NC(=O)c1ccc(Cl)cc1)c1ccccn1	-1.4	-8.0	1.4	-16.8	30.9	x	-9.3	-17.4	2.4	-1.4
CN=C1S/C(=C\c2ccc(N3CCOCC3)c(F)c2)C(=O)N1C	-38.9	-5.3	38.9	x	-3.6	x	-3.8	7.6	-5.3	x
CNC(=O)c1ccc(CNC(=O)OCC(F)(F)F)cc1	16.0	-2.1	-16.0	-3.5	1.2	-1.1	5.9	-3.1	-9.6	-2.9
CNC(=O)/C=C1\NC(C)(C)Cc2c1ccc1ccccc21	-16.1	-0.8	16.1	x	3.0	1.5	-3.0	-5.0	-7.3	-1.1
CC1CCCC(C)N1C(=O)COC(=O)c1ccc[nH]c1=O (configuration not stated)	22.9	-2.7	-22.9	-13.2	-3.5	2.8	-2.0	-15.8	6.5	x
CCN(CC)C(=O)COC(=O)C1=NN(c2cc(C)ccc2C)C(=O)CC1	20.3	-1.6	-20.4	-5.8	58.6*	-11.0	-0.3	-7.9	-1.3	-4.6
CCn1c(C(O)c2cccc(OC)c2OC)nc2ccccc21 (configuration not stated)	6.0	2.5	-6.0	14.9	0.7	-7.8	-1.8	4.2	-9.5	-0.9
CC(C)C(C(=O)NCC1CCCO1)N(C(=O)CNS(=O)(=O)c1ccccc1)c1ccc(F)cc1 (configuration not stated)	x	-2.6	x	-44.1	-1.4	6.9	-2.7	-15.9	1.6	-0.1

# With a hit mark in CAL PDZ FP-1, among the entries above:
Compound | SR-BI DiI-HDL act | CAL PDZ FP-1 | SR-BI HDL uptake | NSD2 inh | MITF act | dFosB act | PvdQ inh | Rtt109 HAT inh | CAL PDZ FP-2
Fc1cccc2sc(N3CCCCC3)nc12 | 16.9 | 36.8* | -16.9 | 2.3 | 48.5 | -1.6 | 19.9 | -9.0 | -0.5

# An excerpt from above in order of number of heavy atoms, high to low:
structure	SR-BI DiI-HDL act	CAL PDZ FP-1	SR-BI HDL uptake	PfHsp90 yeast 2	NSD2 inh	MITF act	dFosB act	PvdQ inh	Rtt109 HAT inh	CAL PDZ FP-2
COc1cc([C@@H]2CC=C(C(=O)O)CN2S(=O)(=O)c2ccc(C)cc2)cc(OC)c1OC	23.4	-3.0	-23.4	-36.7	x	0.5	-1.7	-16.9	-5.4	-0.5
CN(C)C(=O)c1ccc(Nc2ncnc3sc4c(c23)CCCCC4)cc1	-34.0	-4.3	34.0	-2.3	-1.6	0.8	-8.3	2.9	28.0	-3.3
CC1CCCC(C)N1C(=O)COC(=O)c1ccc[nH]c1=O (configuration not stated)	22.9	-2.7	-22.9	-13.2	-3.5	2.8	-2.0	-15.8	6.5	x
